H69AR inhibit – growth inhibitors of human H69AR lung tumor cells; H69AR lung tumor viability, ATP luminescence, 72 h; stronger effect = lower value; viability, % at 10 µM; 6% of 85,000 active; AID 598;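 active = viability at or below 40%; inactive = viability above 40%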;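 note: multidrug resistant small cell line overexpressing MRP-1 efflux transporter; 100% = mean luminescence of untreated control wells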
ERa SRC1 pot – ER-alpha (human) coactivator binding potentiation | 1.3% of 86,000 active | TR-FRET ERalpha-LBD/SRC-Cy5 coactivator binding, 2 h; 100 = basal binding, no effect | P03372 | coactivator binding (% of control), % at 25.6 µM; in the data active = activity above about 200%;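 note: binding measured in presence of low estradiol as agonist stimulus; 0% = peptide alone without receptor and 100% = receptor with peptide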
ERa SRC1 inh – blocks coactivator binding to human estrogen receptor alpha. TR-FRET ER-alpha LBD / SRC-1 peptide, estradiol-bound. inhibition, % at 25.6 µM. 1.7% of 86,000 active; in the data active = inhibition above about 50%;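 note: 0% = receptor plus peptide control and 100% = peptide only without receptor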
Mac1 fbg enh – increases human CD11b/CD18 adhesion to fibrinogen | K562 CD11b/CD18 adhesion to fibrinogen, ATPlite luminescence | activation, % at 10 µM | AID 1499 | P05107+P11215 | 0.07% of 93,000 active;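 active = 10 µM primary screen giving 50% or more activity, confirmed by 40% or more on retest at that dose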; note: strong numbers were not always called active
Target sequence (P05107 whole entry, looked up, other chains not shown): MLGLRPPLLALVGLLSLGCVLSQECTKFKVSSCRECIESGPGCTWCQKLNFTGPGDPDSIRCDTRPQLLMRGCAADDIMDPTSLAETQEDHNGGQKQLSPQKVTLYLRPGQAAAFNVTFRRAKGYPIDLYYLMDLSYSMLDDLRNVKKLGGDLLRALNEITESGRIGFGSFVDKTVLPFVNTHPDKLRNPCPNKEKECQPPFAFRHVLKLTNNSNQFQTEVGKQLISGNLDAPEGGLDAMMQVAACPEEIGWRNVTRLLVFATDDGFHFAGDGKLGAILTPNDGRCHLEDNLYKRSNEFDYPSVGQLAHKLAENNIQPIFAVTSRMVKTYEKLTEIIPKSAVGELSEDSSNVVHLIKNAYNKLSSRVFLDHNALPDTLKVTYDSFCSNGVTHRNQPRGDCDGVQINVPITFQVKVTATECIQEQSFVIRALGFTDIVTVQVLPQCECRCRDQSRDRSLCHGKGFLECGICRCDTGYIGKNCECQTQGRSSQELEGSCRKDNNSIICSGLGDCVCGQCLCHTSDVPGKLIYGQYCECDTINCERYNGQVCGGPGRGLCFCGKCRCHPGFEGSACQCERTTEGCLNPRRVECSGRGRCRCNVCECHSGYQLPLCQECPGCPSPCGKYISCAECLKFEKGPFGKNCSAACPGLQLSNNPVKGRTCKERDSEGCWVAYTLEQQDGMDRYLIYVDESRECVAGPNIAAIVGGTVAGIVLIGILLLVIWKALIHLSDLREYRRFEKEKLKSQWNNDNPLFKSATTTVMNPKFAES
MT1-MMP txn act – activates MT1-MMP transcription. activation factor at 10 µM. 0.16% of 86,000 active. HT1080 MT1-MMP promoter luciferase reporter, luminescence, overnight; stronger effect = higher value;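 active = activation factor of at least 2 for MT1-MMP transcription at 10 µM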
HUVEC inhibit – human endothelial cell proliferation inhibition; HUVEC proliferation, CellTiter-Glo luminescence, 72 h; stronger effect = lower value; viability, % at 10 µM (by protocol); 1.1% of 86,000 active; AID 648;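 active = viability at or below 30%; inactive = viability above 30%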;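 note: 100% = median luminescence of DMSO-only cell control wells on each plate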
Fibroblast inh – blocks proliferation of human lung fibroblasts. LL 47 human lung fibroblast viability, ATP luminescence; stronger effect = lower value. viability, % at 10 µM. 1.1% of 85,000 active;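 active = viability at or below 50% in the single dose screen; inactive = viability above 50%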;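 note: compound exposure lasted 72 h before the ATP readout; 100% = median luminescence of untreated cell-only wells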
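Material: Human LL 47 lung fibroblast cells | Input: 1,150 cells/well | Buffer or medium: IMEM plus 15% FBS | Compound dosing: 0.1% DMSO in all compound wells | Times: Overnight cell rest, 72 h compound treatment at 37 °C | Signal: CellTiter-Glo luminescence measuring cellular ATP | Measure: % viability versus median cells-only luminescence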
Smad3 FoxH1 inh – Smad3 (human) transcription factor binding inhibition; P84022; TR-FRET Smad3/Dy647-FoxH1 peptide binding, europium anti-His; inhibition, % at 25 µM; 0.29% of 88,000 active; AID 630;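 active = compounds that reduce the energy-transfer binding signal between the protein and its labelled peptide by more than half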;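 note: 0% = Smad3 plus labelled peptide maximal FRET and 100% = peptide-only background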
ERb SRC1 inh – blocks coactivator binding to human estrogen receptor beta; Q92731; TR-FRET ER-beta LBD / SRC1-Cy5 peptide binding; receptor agonist-loaded with 1 µM estradiol; inhibition, % at 25.6 µM; 1.3% of 86,000 active; AID 633;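 active = compounds whose percent inhibition of the receptor-coactivator binding signal exceeds about 50% in the single-dose screen, limit read from the data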;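 note: 0% = receptor plus peptide wells without compound and 100% = peptide-only wells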
* hit, by the source's call; nt = no result given; [ ] = remark or other dose. An excerpt. The share of hits here may be higher or lower than overall.

SMILES	H69AR inhibit	ERa SRC1 pot	ERa SRC1 inh	Mac1 fbg enh	MT1-MMP txn act	HUVEC inhibit	Fibroblast inh	Smad3 FoxH1 inh	ERb SRC1 inh
Cc1cc(NC(=O)CS(=O)(=O)c2cn(Cc3ccc(F)cc3)c3ccccc23)no1	82.9	86.4	0.6	-3.6	1.1	93.7	90.2	9.3[fluorescence artefact?]	8.0[fluorescence artefact?]
CCOc1ccc2nc(NC(=S)NCc3ccccc3)sc2c1	68.9	89.6	0.8	0.1	1	49.1	57.6	4.8	9.7
CCOC(=O)c1c(C)n(C)c2ccc(OCC(O)CN(CC)CC)cc12 (centres undefined)	86.0	99.6	-0.4	-0.2	1.2	96.0	92.0	10.7	-7.3
O=C(NC1=NCCS1)c1ccc2c(c1)C(=O)N(Cc1ccco1)C2=O	100.9	94.2[fluorescence artefact?]	36.4	5.5	1.1	87.1	95.5	7.9[fluorescence artefact?]	16.7
O=C(NCCCN1CCOCC1)c1cc2cc(Br)ccc2oc1=O	92.7	104.8	-8.9	-4.2	1	91.5	97.4	24.0	-17.3
Cc1ccccc1CN(c1ccc(C(=O)N2CCCC2)cc1)S(C)(=O)=O	102.3	150.5	-3.1	5.7	1	92.0	87.5	8.7[fluorescence artefact?]	-5.3[fluorescence artefact?]
CC(=O)Nc1ccc(S(=O)(=O)NCc2ccc(C(=O)NCc3ccc4c(c3)OCO4)cc2)cc1	92.6	102.8	-2.4	nt	1.1	101.1	99.2	8.7	1.5
O=C(CSc1nccn1-c1ccc(F)cc1)NCc1ccc2c(c1)OCO2	101.9	113.1	-14.6	-0.4	1.1	86.0	100.3	4.0	-9.7[fluorescence artefact?]
CCn1c(SCC(=O)N2CCCc3ccccc32)nc2ccccc2c1=O	43.6	79.2	0.1	-3.3	1.1	86.3	92.5	13.9[fluorescence artefact?]	0.0[fluorescence artefact?]
CC(=O)Nc1cccc(-c2nc3ccc(NC(C)=O)cc3[nH]2)c1	84.9	99.3	10.2	3.8	0.9	93.8	101.7	8.9	-2.0
COc1ccc(C2CC(=O)N3CN(c4ccccc4F)CSC3=C2C#N)cc1OC (centres undefined)	89.9	87.9	-11.2	2.0	1.1	97.8	96.9	6.8	-11.0
CCOC(=O)c1nnn(-c2nonc2N)c1-c1ccc(OCC)cc1	95.3	112.8	6.4	6.4	1.1	85.3	85.4	2.5	3.1[fluorescence artefact?]
Clc1ccc(Cn2ncc3c(NCc4ccccc4)ncnc32)cc1	22.5*	96.6	2.0	-1.2	1	56.7	54.6	-7.5	6.5
Cc1[nH]n(-c2ccc([N+](=O)[O-])cc2)c(=O)c1C=NCCN1CCN(C(=O)c2ccc(F)cc2)CC1	47.4	73.8	-5.5	-0.2	nt	57.5	72.7	3.5	1.1
O=C(C1CC(c2ccccc2O)=NO1)N1CCCCC1 (centres undefined)	108.8	120.8[fluorescence artefact?]	5.3	-5.1	1.8	92.7	105.5	-4.1	-3.9
COc1cccc(C2N(c3ccc(Cl)c(Cl)c3)C(=O)C3CCCN32)c1OC (centres undefined)	84.7	105.3	-9.7	-2.9	1.2	81.5	94.2	-3.6	-0.5
CC(C)C1Oc2ccccc2N(CC(=O)N(Cc2ccccn2)C2CC2)C1=O (centres undefined)	77.0	89.9	-9.7	nt	1.1	100.0	110.8	-1.6	-10.3
Cc1cccc(Cn2c(N3CCN(c4ccccc4)CC3)nc3c2c(=O)n(C)c(=O)n3C)c1	72.4	93.1	-13.3	4.0	1.3	87.4	98.7	1.3	-19.6
Nc1nonc1C(=O)NCCc1ccccc1	101.1	73.5	4.7	-4.3	1.2	100.7	94.9	4.5	-4.9
CN1CCN(C(=O)NC2CCCCC2)CC1	95.5	103.0[fluorescence artefact?]	-11.1	nt	1.1	104.7	83.3	5.3	-9.3[fluorescence artefact?]
O=C(OCC(=O)N1CCN(c2ccccc2)CC1)c1ccco1	29.5*	107.6	-11.9	4.8	1.1	109.3	94.3	-4.2	-9.4[fluorescence artefact?]
O=C(O)C1CCC(=O)N1C1c2ccccc2Oc2ccccc21 (centres undefined)	65.8	118.8	-3.8	-1.3	1	94.8	98.4	-0.1	-5.3
COc1ccc(-n2nc3c(c2NC(=O)c2ccc(Br)cc2)CS(=O)C3)cc1 (centres undefined)	98.5	103.6	-4.4	-0.5	1	97.0	101.3	-1.1	-2.3
COc1cc(OC)c(C2=NOC(C(=O)O)C2)cc1Cl (centres undefined)	92.8	117.3	-8.5	-2.6	1.2	105.8	90.9	-0.2	-2.3
CSc1ccc(S(=O)(=O)Nc2cccc(F)c2)cc1	94.3	21.4	61.3*	0.4	1.2	89.9	99.2	-3.0	13.5
CC(CN1CCOCC1)C(=O)O (centres undefined)	94.7	112.6	-0.6	nt	1.3	90.0	100.4	-4.7	1.0
Cc1ccc(SCc2c(C#N)c3ccccc3n2C)cc1	85.0	101.8	-6.3	nt	1.1	104.2	101.7	-5.0	-7.4
CCCCC(=O)N1CCCC(c2nc3c(nnn3Cc3cc(C)ccc3C)c(=O)[nH]2)C1 (centres undefined)	54.0	110.9	-16.5	-2.2	1.2	79.9	89.4	11.0	-25.6[fluorescence artefact?]
CN(Cc1nc(-c2ccncc2)no1)S(=O)(=O)c1ccccc1	100.1	88.5	-2.8	0.5	1	85.9	92.7	-3.7	-4.5
CCOc1ccc(NC(=O)CS(=O)(=O)c2cn(C)c3ccccc23)cc1	96.6	109.8	8.5	-5.4	nt	102.2	107.3	6.7	3.3
CCOc1ccccc1NC(=O)CC1Nc2ccccc2NC1=O (centres undefined)	83.8	105.3	6.8	nt	1.2	94.5	97.0	2.5	6.4
Cc1ccc(C)c(C(=O)N(Cc2nc(-c3ccc(Cl)cc3)no2)C(C)C)c1	99.9	95.6	-6.5	-1.6	1	96.9	97.4	-2.4	-6.4
CCOC(=O)CCc1c(C)c2ccc(OCC(=O)N(CC)CC)c(C)c2oc1=O	85.5	109.0	-4.1	1.5	1.2	99.9	105.8	-4.9	3.6[fluorescence artefact?]
Cc1ccc(CC2CC(=O)N(Cc3ccco3)C2=O)cc1 (centres undefined)	98.3	102.8	6.3	-2.2	1.2	96.1	89.5	2.5	2.7
O=C(Nc1ccc2c(c1)C(=O)N(c1ccccc1)C2=O)C1CCCO1 (centres undefined)	92.5	105.5	-4.2	nt	1.1	100.7	105.5	-5.1	-11.6
CCOC(=O)N1CCN(C(=O)CN(c2ccc(C)c(C)c2)S(=O)(=O)c2ccccc2)CC1	79.3	127.0	-0.4	0.7	1.1	107.7	94.3	6.5	1.3[fluorescence artefact?]

Another view of some results above:
SMILES,H69AR inhibit,ERa SRC1 pot,ERa SRC1 inh,Mac1 fbg enh,MT1-MMP txn act,HUVEC inhibit,Fibroblast inh,Smad3 FoxH1 inh,ERb SRC1 inh
CN(Cc1nc(-c2ccncc2)no1)S(=O)(=O)c1ccccc1,100.1,88.5,-2.8,0.5,1,85.9,92.7,-3.7,-4.5
CCOc1ccc(NC(=O)CS(=O)(=O)c2cn(C)c3ccccc23)cc1,96.6,109.8,8.5,-5.4,nt,102.2,107.3,6.7,3.3

Continued.
SMILES	H69AR inhibit	ERa SRC1 pot	ERa SRC1 inh	Mac1 fbg enh	MT1-MMP txn act	HUVEC inhibit	Fibroblast inh	Smad3 FoxH1 inh	ERb SRC1 inh
CCC(C)NC(=O)c1ccccc1NS(=O)(=O)c1ccc(OC)c(OC)c1 (centres undefined)	86.3	94.0	-6.5	0.6	1.1	95.0	105.2	-3.1	-11.7
CC1(C)Cc2c(c(N3CCOCC3)nc3sc(C#N)c(N)c23)CS1	65.8	115.3	-8.4	-3.9	1	84.1	82.9	1.2	21.2
COc1ccc2c(c1OC)C(=O)N1c3ccccc3C(=O)N(c3ccccc3)C21 (centres undefined)	1.0*	104.3	-3.4	6.0	0.9	67.8	93.4	-0.6	-0.1
CC(=O)/C(C#N)=C1\NC(=O)C(Cc2ccc(C)c(C)c2)S1 (centres undefined)	109.0	85.1	13.8	-5.2	1.4	76.8	80.4	13.7	-5.3
N#Cc1nc(COc2ccc(Br)cc2)oc1N1CCCCCC1	94.2	105.8	0.4	0.9	1.1	101.7	91.3	-4.9	-11.3
Cc1c(C#N)c2ccccc2n1CC(=O)NCCc1c[nH]c2ccccc12	36.6*	116.9	6.7	-4.0	1.2	74.5	76.8	-6.9	-1.8[fluorescence artefact?]
CC(C)(C)NC(=O)CSc1nnc(NC(=O)CCn2cnc3ccccc3c2=O)s1	83.6	116.8	-13.0	5.2	1	96.5	89.8	2.8	-15.6[fluorescence artefact?]
Cc1cc(C)n(-c2cc(C(C)(C)C)nc3c(-c4ccc(Cl)cc4)cnn23)n1	74.0	87.6	-5.5	nt	1.2	98.1	97.8	1.8	-8.9
CCc1[nH]nc2c1C1(CCN(C(=O)OCc3ccccc3)CC1)C(C#N)=C(N)O2	94.2	103.7	0.6	nt	1	94.6	100.8	3.6	-11.4
N#CC1(c2c(O)nc3n(c2=O)CCCS3)CCCCC1	85.8	109.4	-2.5	-1.6	1	104.0	100.2	-1.5	-2.9
COCc1[nH][nH]c(=O)c1C=Nc1ccc(Cl)cc1	93.9	103.0	1.4	-3.9	1.3	67.5	95.5	-3.0	0.9
O=c1c(-c2ccc(Oc3ccccc3)cc2)[n+]([O-])c2ccccc2n1OCc1ccccn1	83.5	88.2	8.5	0.0	1.1	66.0	94.7	-3.5	-0.9
Cc1ccc(C)c(NC(=O)c2ncn[nH]2)c1	94.5	114.0	-14.1	1.3	1.1	100.2	95.3	0.9	-1.2
COc1ccc(CN2CCSCC2)cc1O	93.1	140.9[fluorescence artefact?]	-5.1	-1.5	1.1	97.0	98.6	4.1	-2.4
CC(C)(C)NC(=O)C(c1ccccc1)N(C(=O)c1csnn1)C1CC1 (centres undefined)	102.3	108.6	-3.5	-1.5	1.2	111.1	92.1	-2.0	-0.7
CCN(CC)S(=O)(=O)c1ccc2c(c1)nc(CCC(=O)OCc1c(C)noc1C)n2C	81.0	92.3	-3.4	-1.2	1	89.0	97.6	-10.1	-0.4
CN(C)Cc1c(O)ccc2[nH]cnc12	101.4	108.4	-20.7	-1.7	1.1	97.0	100.0	-3.2	8.2
COc1ccc(Br)cc1CNC(=O)Nc1cccs1	101.3	65.9	-13.2	-3.6	1.2	78.5	94.4	-33.1	-9.6
CC(C)(C)C(=O)Cn1c(=O)n(CC2CCCO2)c(=O)c2ccccc21 (centres undefined)	80.9	119.8	14.7	nt	1.2	100.1	87.7	-2.3	-5.3[fluorescence artefact?]
O=C(Cc1ccccc1)Nc1cccc(N2CCCC2)c1	98.6	42.9[fluorescence artefact?]	58.1*[fluorescence artefact?]	nt	1.2	102.6	106.3	-13.0	27.6[fluorescence artefact?]
Cn1cc(Cl)nc1C(O)c1ccccc1 (centres undefined)	98.7	88.1	2.8	-1.5	1.1	94.8	96.5	4.4[fluorescence artefact?]	2.2
Cc1ccc2oc(Nc3nc(C)cc(C)n3)nc2c1	101.6	93.7	-6.2	2.2	1.5	96.6	95.5	8.4	-10.9

Screening results from PubChem.
